# Screening data (PubChem BioAssay)
# Mcl1 Noxa PPI – Mcl-1/Noxa binding inhibitors, primary screen, biochemical, TR-FRET, 1536-well. Induced myeloid leukemia cell differentiation protein Mcl-1 (Homo sapiens), Q07820. TR-FRET Mcl-1/Noxa peptide binding, 2 h. inhibition, % at 21.7 µM. actives 1.5% (n = 220,000). AID 1022, 2008;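 active means compounds that cut the protein-peptide binding signal by more than 50% relative to plate controls in a single-dose test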;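 further: His-tagged Mcl-1 with rhodamine Noxa BH3 peptide and terbium anti-His antibody; 0% = Mcl-1 plus Noxa peptide wells and 100% = peptide-only wells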
# Target sequence (Q07820 whole entry, looked up): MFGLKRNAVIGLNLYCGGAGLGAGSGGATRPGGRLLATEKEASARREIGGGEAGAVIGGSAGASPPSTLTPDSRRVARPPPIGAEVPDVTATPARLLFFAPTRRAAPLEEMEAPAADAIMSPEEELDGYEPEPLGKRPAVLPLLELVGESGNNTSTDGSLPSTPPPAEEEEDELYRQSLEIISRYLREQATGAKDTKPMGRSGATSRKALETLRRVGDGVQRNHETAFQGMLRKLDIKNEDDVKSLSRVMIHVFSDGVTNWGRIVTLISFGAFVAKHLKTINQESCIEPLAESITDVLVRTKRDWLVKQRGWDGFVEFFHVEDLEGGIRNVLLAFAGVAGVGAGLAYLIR
# Rab2A wt mod – modulators of GTP binding to Rab2A wildtype, primary screen, biochemical, dog, bead-based flow cytometry, multiplex. GTP binding activity, % at 10 µM. actives 0.19% (n = 190,000). GST-Rab2 wt beads, Bodipy-GTP binding. Ras-related protein Rab-2A (Canis lupus familiaris), P61105. AID 760, 2007;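 active means GTP binding activity at least 20 points away from 100%, either lowered or raised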;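 further: 0% = beads with excess unlabeled GTP and 100% = no-compound control corrected for plate trend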
# Rac1 wt modul – wildtype Rac1 GTP binding modulators, primary screen, biochemical, GST-Rac1 beads, flow cytometry, multiplex | Ras-related C3 botulinum toxin substrate 1 (Homo sapiens), P63000 | fluorescent GTP binding; actives lie on both sides; 0 = cold GTP competed, 100 = untreated | GTP binding activity (% of control), % at 10 µM | actives 0.27% (n = 190,000);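 active means GTP binding activity at least 20 points away from the 100% control level, either lower or higher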
# Cdc42 wt GTP – modulators of GTP binding to wildtype Cdc42, primary screen, biochemical, multiplex bead flow cytometry, Bodipy-GTP. Cell division control protein 42 homolog (Homo sapiens), P60953. AID 761, 2007. actives 0.2% (n = 190,000). percent activity (GTP binding), % at 10 µM. GST-Cdc42 beads; actives lie on both sides;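 active means percent activity GTP binding at least 20 points away from the 100% baseline, either down as inhibitor or up as activator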;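 further: median bead fluorescence of bound Bodipy-FL-GTP at 100 nM; 0% = excess unlabeled GTP control and 100% = no compound control; below 100% means less GTP binding so inhibitor and above means activator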
# Target sequence (P60953 whole entry, looked up): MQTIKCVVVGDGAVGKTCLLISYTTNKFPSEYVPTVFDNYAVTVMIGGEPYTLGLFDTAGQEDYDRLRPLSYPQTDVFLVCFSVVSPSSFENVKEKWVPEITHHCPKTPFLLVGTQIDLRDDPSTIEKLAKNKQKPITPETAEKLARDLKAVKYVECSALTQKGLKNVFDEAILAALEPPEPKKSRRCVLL
# Pf gamet viab – late stage P. falciparum gametocyte viability inhibitors, primary screen, ATP luminescence, HTS; P. falciparum stage V gametocytes, 24 h; inhibition, % at 10.9 µM; actives 0.065% (n = 150,000);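 active means inhibition above the mean plus 3 SD of compounds within the control limits, set per campaign, cut at about 38% in these data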;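 further: 0% = DMSO wells and 100% = medium only without gametocytes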
# ABCG2 inh – ABCG2 efflux pump inhibitors, primary screen, multiplex with ABCB1, IgMXP3 cells, flow cytometry; JC-1 efflux; AID 1325, 2008; inhibition, % at 6.6 µM; actives 0.1% (n = 190,000);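 active means inhibition above 80%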;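 further: 0% = DMSO and 100% = nicardipine control wells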
#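 Measure – % inhibition of efflux relative to nicardipine and DMSO · Test system – ABCG2 IgMXP3 and barcoded ABCB1 CCRF-Adr cell mix · Control set – nicardipine as high control, DMSO as low control · Compound – one concentration, 6.6 µM final · Signal – flow cytometry of retained JC-1 fluorescence · Timing – 10 min exposure at 25 °C with rotation, no wash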
# ABCB1 block – ABCB1 efflux pump inhibitors, primary screen, cell-based, multiplex, flow cytometry, ABCG2 counter-screen; actives 0.067% (n = 190,000); CCRF-Adr cells, JC-1 efflux; AID 1326, 2008; ATP-dependent translocase ABCB1 (Homo sapiens), P08183; inhibition, % at 6.6 µM; in the data active means inhibition above about 40%;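 further: 0% = vehicle and 100% = reference inhibitor; higher value means more JC-1 retained so stronger ABCB1 efflux block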
# Rac1 mut GTP – GTP binding modulators of activated mutant Rac1, primary screen, biochemical, bead-based flow cytometry, multiplex, fluorescent GTP | percent activity (GTP binding), % at 10 µM | Ras-related C3 botulinum toxin substrate 1 (Homo sapiens), P63000 | GST-Rac1 activated beads; actives lie on both sides; 100% means binding = to untreated wells | actives 0.11% (n = 190,000);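 active means GTP binding at least 20 percentage points away from the 100% baseline, in either direction, so actives lie on both sides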
# Rab7 wt modul – modulators of GTP binding to Rab7, primary screen, biochemical, wildtype, multiplex bead flow cytometry | GST-Rab7 beads, fluorescent GTP binding; actives lie on both sides; untreated = 100%, excess cold GTP = 0% | GTP binding activity (percent of control), % at 10 µM | actives 0.055% (n = 190,000) | AID 758, 2007;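 active means fluorescent GTP binding to Rab7 beads changed by at least 20 points from the 100% baseline, either direction, mostly lower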;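 further: median green fluorescence of bound Bodipy-FL-GTP per Rab7 bead population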
# Avidin bead fluor – green autofluorescence of compounds with avidin beads – biophysical, 488/530 nm, flow cytometry, artefact control, profiling panel | fluorescence (KMESF) at 10 µM | compound fluorescence 488/530 nm; hits give high values | actives 0.38% (n = 220,000); in the data active means fluorescence above about 47; further: inactives centre near 10
# HRas wt GTP – modulators of GTP binding to HRas wildtype, primary screen, biochemical, bead-based flow cytometry, multiplex; GTPase HRas (Homo sapiens), P01112; GST-Ras wt beads, Bodipy-FL-GTP binding; actives lie on both sides; GTP binding activity, % at 10 µM; actives 0.14% (n = 190,000); AID 759, 2007;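 active means GTP binding activity at least 20% away from the 100% baseline, either lowered as inhibitor or raised as activator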;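 further: 0% = unlabeled GTP competition control and 100% = no-compound control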
# Target sequence (P01112 whole entry, looked up): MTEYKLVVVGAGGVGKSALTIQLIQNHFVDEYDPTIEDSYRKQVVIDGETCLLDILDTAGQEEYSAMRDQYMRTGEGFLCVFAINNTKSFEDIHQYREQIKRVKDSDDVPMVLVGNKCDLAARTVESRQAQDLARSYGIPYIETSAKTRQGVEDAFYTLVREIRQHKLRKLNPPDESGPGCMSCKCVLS
# Active calls of the source: *; nt = no result given. Outcome played no part in choosing rows; any-hit rate near 2.3%.
SMILES,Rac1 mut GTP,ABCB1 block,Rab2A wt mod,Rab7 wt modul,Avidin bead fluor,Cdc42 wt GTP,Pf gamet viab,ABCG2 inh,Mcl1 Noxa PPI,HRas wt GTP,Rac1 wt modul
CC(C)n1nnnc1SCC(=O)N1CCOCC1,100.0,0.0,99.0,102.0,6,101.0,nt,-0.3,-16.4,101.0,100.0
COc1ccc(N2CCN(Cc3nc(Cc4cccc(F)c4)no3)C(C)C2)cc1 (centres undefined),95.0,0.9,97.0,95.0,2,93.0,-0.1,3.4,18.1,97.0,99.0
CC(C)(C)C1CCc2c(C(=O)NNC(=O)/C=C/C(=O)O)csc2C1 (centres undefined),96.0,0.3,99.0,102.0,14,95.0,-1.2,2.7,-7.2,100.0,100.0
CCCCCCn1c(-c2ccco2)nc2oc3cc(OC)ccc3c(=O)c2c1=O,93.0,1.3,99.0,99.0,5,94.0,-16.2,13.2,27.1,96.0,88.0
COc1ccccc1-n1c(SC)nc(O)cc1=O,99.0,0.7,100.0,101.0,7,100.0,nt,1.4,16.9,98.0,104.0
O=C(O)CCCC(=O)Nc1ccn(-c2ccccc2)n1,96.0,0.7,94.0,98.0,27,102.0,-34.1,2.4,-2.5,96.0,102.0
Cc1ccc(S(=O)(=O)CCC(=O)NCCN2C(=O)S/C(=C\c3ccccc3)C2=O)cc1,99.0,0.7,97.0,97.0,24,100.0,8.8,29.6,24.1,98.0,103.0
O=C(O)c1cccc(S(=O)(=O)N2CCSCC2)c1,101.0,0.4,101.0,101.0,12,104.0,-29.8,2.1,-3.0,101.0,101.0
CCN(CC)C(=O)CSc1nc(-c2ccco2)cc(C(F)(F)F)c1C#N,101.0,1.4,99.0,101.0,21,104.0,-32.3,28.7,9.4,104.0,106.0
CCn1c(SCc2nc3cc(OC)c(OC)cc3c(=O)[nH]2)nc2ccccc21,94.0,2.1,97.0,100.0,10,97.0,-4.4,6.1,-6.7,95.0,96.0
Cc1nc2ccc(S(=O)(=O)NCC(=O)N3CCN(c4ccccc4)CC3)cc2s1,98.0,0.7,98.0,100.0,29,100.0,nt,5.0,5.1,100.0,104.0
O=C(CCN1CCOCC1)c1ccccc1,93.0,0.8,95.0,93.0,16,94.0,nt,1.9,0.0,98.0,99.0
CCC(C)NCCOCCOc1ccc(Br)cc1C (centres undefined),101.0,0.3,104.0,101.0,14,107.0,-8.4,1.7,-69.2,104.0,105.0
Cc1cc(=O)[nH]c(SCc2cc(Cl)ccc2OC(F)F)n1,95.0,0.1,100.0,102.0,7,95.0,nt,0.6,11.0,102.0,101.0
COc1ccc(/C=N/N2CCN(C3c4ccccc4-c4ccccc43)CC2)cc1O,101.0,1.1,99.0,98.0,14,98.0,nt,6.0,33.3,101.0,101.0
CC(Sc1nnnn1C)C(=O)Nc1ccc2c(c1)OCCO2 (centres undefined),95.0,0.0,100.0,106.0,10,97.0,nt,0.6,0.4,98.0,100.0
CCNC(=O)c1nc[nH]c1C(=O)NCC,101.0,0.8,106.0,103.0,8,106.0,16.5,1.8,3.9,106.0,102.0
Cn1c(N)c(C(=O)c2cc(-c3ccccn3)nc3ccccc23)c(=O)[nH]c1=O,96.0,-0.1,97.0,95.0,13,97.0,nt,0.2,-0.8,98.0,98.0
c1ccn2c(SCc3ccc4c(c3)OCO4)nnc2c1,101.0,0.4,100.0,100.0,8,104.0,nt,2.7,5.5,102.0,106.0
C=CCn1c(C)cc(C(=O)CSc2nnc(NC(C)C)s2)c1C,92.0,0.6,95.0,95.0,12,97.0,nt,5.6,-6.1,97.0,93.0
COc1ccc2sc(NC(C)=O)nc2c1,97.0,0.7,99.0,100.0,12,101.0,15.7,13.1,4.6,99.0,100.0
N#Cc1ccc(OCc2nnc3n2CCCCC3)cc1,94.0,0.9,99.0,101.0,11,98.0,11.4,2.6,3.4,98.0,100.0
CCOc1ccc2nc(Cl)c(CN(C(=O)c3cnccn3)C3CCCC3)cc2c1,94.0,0.6,93.0,99.0,19,92.0,nt,0.7,2.2,92.0,99.0
CC(C)(O)C#Cc1ccc(C(=O)N2CCN(c3ccc([N+](=O)[O-])cc3)CC2)cc1,94.0,0.7,97.0,104.0,8,102.0,6.0,5.8,-13.8,96.0,93.0
CCOc1ccccc1C(=O)Nc1ccsc1C(=O)OC,102.0,-2.5,97.0,98.0,12,103.0,nt,16.8,14.3,100.0,102.0
COc1ccc(C(=O)Cn2c(Br)nc3c2c(=O)n(C)c(=O)n3C)cc1,97.0,0.2,96.0,102.0,6,97.0,nt,0.9,2.0,97.0,98.0
Cc1cccc[n+]1CC(=O)N1c2ccccc2Sc2ccccc21,94.0,0.4,98.0,101.0,10,99.0,0.4,2.1,6.3,97.0,97.0
O=C(O)c1ccc(CNC(=O)c2ccc(Br)o2)cc1,98.0,0.1,102.0,103.0,6,102.0,nt,0.2,14.5,102.0,103.0
COCCOc1nc2ccccc2nc1C,102.0,-0.7,99.0,100.0,28,101.0,nt,6.5,-16.9,99.0,103.0
O=C(Nc1ccc(NC(=O)c2ccccc2Cl)nc1)c1ccncc1,99.0,0.6,99.0,100.0,9,97.0,2.4,5.8,6.6,97.0,96.0
O=C(CSc1cccc(C(F)(F)F)c1)NC(=O)NCc1ccco1,98.0,1.4,99.0,100.0,34,100.0,nt,33.7,19.1,99.0,102.0
COc1cc2c(=O)n(CCCN3CCOCC3)c(=S)[nH]c2c(OC)c1OC,100.0,0.9,100.0,96.0,38,103.0,4.3,4.3,23.8,99.0,102.0
CN(C1CCCCC1)S(=O)(=O)c1cccc(C(=O)OCC(=O)NC2CCCc3ccccc32)c1 (centres undefined),104.0,2.1,102.0,97.0,2,101.0,nt,4.2,14.8,102.0,106.0
O=C(Nc1ccc(Cl)cn1)C1C(c2ccccc2)C1(Cl)Cl (centres undefined),92.0,-1.1,97.0,93.0,8,92.0,nt,12.9,2.9,95.0,91.0
COc1cc2c(cc1OC)C(C(=O)Nc1ccc3c(c1)OCCO3)C(c1cccnc1)N(C)C2=O (centres undefined),102.0,0.1,107.0,106.0,18,104.0,nt,0.3,-24.3,106.0,106.0
CN(/C(=N/S(=O)(=O)c1cccs1)c1ccccc1)c1ccccc1,99.0,0.3,99.0,100.0,23,104.0,nt,7.0,5.4,102.0,104.0
O=C1OCC(Cn2c3ccccc3c3ccccc32)O1 (centres undefined),102.0,0.1,103.0,101.0,16,102.0,0.1,3.7,12.1,102.0,103.0
CCOC(=O)N1CCN(Cc2cc(=O)oc3ccc(Cl)cc23)CC1,97.0,0.2,101.0,101.0,7,101.0,7.0,0.8,4.5,101.0,102.0
Cc1cc(C)cc(-n2c(C)cc(C=C(C#N)C#N)c2C)c1,102.0,0.1,105.0,100.0,5,103.0,16.1,0.2,6.9,103.0,104.0
Cc1onc(-c2ccccc2Cl)c1C(=O)N1CCN(c2nc3ccccc3s2)CC1,98.0,3.2,101.0,103.0,37,101.0,nt,1.2,4.2,101.0,102.0
COc1ccc(CC(=O)Nc2c3c(nn2-c2cccc(C)c2C)CS(=O)C3)cc1 (centres undefined),100.0,1.5,102.0,101.0,21,102.0,-18.8,21.2,0.7,102.0,105.0
COC(=O)CCCNC(=O)c1ccc(OC2CCN(CCc3ccccc3)CC2)cc1,97.0,-0.1,99.0,106.0,12,100.0,7.3,0.3,13.2,100.0,98.0
CCOn1c(=O)c[n+]([O-])c2ccccc21,96.0,0.1,98.0,97.0,11,99.0,-10.4,5.3,15.9,97.0,98.0
CCOC(=O)c1cnc(N2CCN(C(=O)OCC)CC2)[nH]c1=O,97.0,0.4,99.0,104.0,24,99.0,-7.9,1.6,-16.7,98.0,97.0
CCOC(=O)C(C(=O)NCCCN1CCOCC1)C1CCCCC1 (centres undefined),96.0,0.4,100.0,96.0,22,101.0,-3.7,0.5,-21.1,101.0,106.0
O=c1[nH][nH]c(C(F)(F)F)c1C=NCc1ccc(Cl)cc1,97.0,0.8,100.0,101.0,12,102.0,17.3,23.6,28.2,103.0,109.0
Cc1nn(-c2ccccc2)c(Oc2ccc(F)cc2)c1/C=N/n1cnnc1,100.0,1.3,102.0,99.0,14,105.0,-21.1,21.1,17.1,100.0,100.0
O=C(NCCOc1ccc(Cl)cc1)C1CCCCC1,97.0,0.3,96.0,98.0,9,96.0,nt,2.0,10.7,96.0,98.0
Oc1ccc(Cl)cc1C1=NNC(c2ccc(Cl)cc2)C1 (centres undefined),100.0,-0.9,101.0,102.0,7,98.0,-22.4,-2.3,-25.2,100.0,102.0
Cc1cc(C)n(-c2ccc(C(=O)Oc3ccc4c(c3)OCO4)cc2)n1,95.0,0.2,94.0,94.0,8,96.0,7.1,2.5,-9.1,97.0,96.0
C=CCNC(=O)C12CC3(C)CC(C)(CC(C)(C3)C1)C2,101.0,0.7,101.0,103.0,11,106.0,nt,2.1,0.4,104.0,108.0
O=C(CN(CCN1CCOCC1)C(=O)Cn1nnc(-c2ccc(F)cc2)n1)NC1CCCCC1,101.0,0.1,97.0,99.0,10,97.0,8.2,0.5,21.7,99.0,103.0
O=C(NNC(=O)C1CC1)c1cc2cc3ccccc3nc2s1,98.0,-0.2,99.0,106.0,17,95.0,-35.4,-0.3,-2.9,97.0,102.0
C/C(CC(=O)Nc1ccc(Cl)cc1Cl)=N\NC(=O)C(=O)N1CCCC1,95.0,-0.5,96.0,98.0,7,95.0,-4.4,3.5,15.1,98.0,101.0
Fc1ccc2c(c1)C(c1ccncc1)=NNC(c1ccc(Cl)cc1)=N2,98.0,0.6,99.0,100.0,6,102.0,3.9,1.2,-8.0,101.0,101.0
